HTR5A ag ctr = activates human HTR5A in OPRM1-OPRD1 agonist counter-screen; P47898; HTR5A agonist assay, luminescence, cell-based; activation, % at 9.3 µM; 340,000 compounds, 0.61% hits; in the data active = activation mostly above about 9.5%, no sharp cut-off; inactive = mostly below about 7.6%;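 also: 0% = cells with vehicle only and 100% = reference agonist; strong numbers were not always called active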
Target sequence (P47898 whole entry, looked up): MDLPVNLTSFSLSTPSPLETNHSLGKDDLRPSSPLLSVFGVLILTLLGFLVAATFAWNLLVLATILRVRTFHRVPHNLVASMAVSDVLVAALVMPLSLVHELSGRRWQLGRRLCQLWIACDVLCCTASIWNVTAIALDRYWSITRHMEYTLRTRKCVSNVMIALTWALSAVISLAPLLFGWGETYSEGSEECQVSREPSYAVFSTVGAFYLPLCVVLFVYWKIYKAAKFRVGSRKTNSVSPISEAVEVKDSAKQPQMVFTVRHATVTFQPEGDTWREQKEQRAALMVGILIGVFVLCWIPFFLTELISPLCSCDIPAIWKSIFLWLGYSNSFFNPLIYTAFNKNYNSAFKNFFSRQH
CAL PDZ FP = inhibitors of human CAL PDZ peptide binding; Q9HD26; purified CAL PDZ, TMR-peptide fluorescence polarization, 1 h; inhibition, % at 24.9 µM; 300,000 compounds, 0.92% hits;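 active = mean inhibition of at least 30% with at least half of replicates also reaching 30%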;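 also: 0% = DMSO neutral control and 100% = excess unlabeled competitor peptide PRC23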
HTR5A inv ag = counter-screen for OPRM1-OPRD1 inverse agonists: human HTR5A inverse agonism. inhibition, % at 9.3 µM. AID 504634. P47898. HTR5A cell line, luminescence. 340,000 compounds, 0.083% hits; in the data active = inhibition mostly above about 23%, no sharp cut-off; inactive = mostly below about 18%;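 also: 0% = cells with DMSO and 100% = no-cell wells with DMSO; some compounds called inactive have numbers as strong as hits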
RTF Ca sens act = increases calcium sensitivity of human cardiac regulated thin filaments; IANBD-labeled TnC RTF fluorescence at EC20 calcium; 0% EC20 calcium, 100% full calcium; activation, % at 7.2 µM; 340,000 compounds, 0.24% hits;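 active = activation above the mean over all tested compounds plus 3 SD, cut at about 30% in these data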;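 also: rise in fluorescence read as greater calcium sensitivity of cardiac thin filaments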
Keap1-Nrf2 PPI = inhibitors of human Keap1-Nrf2 protein-protein interaction; 340,000 compounds, 0.15% hits; inhibition, % at 9.4 µM; Keap1 Kelch-Nrf2 peptide fluorescence polarization, 1536-well; Q14145; in the data active = inhibition above about 12%;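 also: human Keap1 Kelch domain with fluorescein labeled Nrf2 9mer peptide probe; 0% = neutral control wells and 100% = peptide positive control; higher means more block of Keap1 binding to Nrf2 peptide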
Target sequence (Q14145 whole entry, looked up, the tested form may be a part): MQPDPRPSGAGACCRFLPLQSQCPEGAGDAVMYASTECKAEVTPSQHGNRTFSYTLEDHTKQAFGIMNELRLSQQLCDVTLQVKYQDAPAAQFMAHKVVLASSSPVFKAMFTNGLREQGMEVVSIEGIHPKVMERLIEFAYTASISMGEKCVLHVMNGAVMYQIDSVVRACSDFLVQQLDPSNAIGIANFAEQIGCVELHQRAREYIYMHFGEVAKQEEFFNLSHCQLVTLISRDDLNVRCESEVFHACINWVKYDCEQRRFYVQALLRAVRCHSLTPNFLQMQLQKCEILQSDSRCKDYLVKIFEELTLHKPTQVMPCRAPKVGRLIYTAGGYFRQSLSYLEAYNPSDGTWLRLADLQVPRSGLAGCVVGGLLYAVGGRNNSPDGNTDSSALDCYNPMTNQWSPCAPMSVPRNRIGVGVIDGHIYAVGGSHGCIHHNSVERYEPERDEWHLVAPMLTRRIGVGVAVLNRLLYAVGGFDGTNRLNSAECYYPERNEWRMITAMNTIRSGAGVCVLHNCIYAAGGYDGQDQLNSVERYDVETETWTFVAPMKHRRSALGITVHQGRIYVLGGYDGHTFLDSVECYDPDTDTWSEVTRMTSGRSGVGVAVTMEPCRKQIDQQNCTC
V-ATPase pHluor = regulators of yeast V-ATPase proton transport | 350,000 compounds, 0.37% hits | response, % at 10 µM | AID 504577 | S. cerevisiae, pHLuorin cytosolic pH fluorescence; in the data active = response mostly above about 7.3%, no sharp cut-off; inactive = mostly below about 5.4%; also: actives read high; inactives centre near 0; some compounds called inactive have numbers as strong as hits; reference of the scale not given here
OPRM1-OPRD1 inv = inverse agonists of human mu-delta opioid receptor heterodimerization | P35372+P41143 | cell-based MOR-DOR heterodimer luminescence, inverse agonism | inhibition, % at 9.3 µM | 340,000 compounds, 0.21% hits; in the data active = inhibition above about 22%, passing the limit was not always enough;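 also: 0% = cells with DMSO and 100% = wells without cells with DMSO; values of inactives mirror those of a sister screen read the other way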
MOR-DOR ag = OPRM1-OPRD1 heterodimerization agonism; P35372+P41143; cells, luminescence; activation, % at 9.3 µM; 340,000 compounds, 0.3% hits; in the data active = activation above about 18%;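 also: 0% = vehicle-treated cells and 100% = reference agonist; values of inactives mirror those of a sister screen read the other way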
RTF Ca sens inh = cardiac RTF calcium desensitization. P19429+P45379. IANBD-labeled cardiac RTF, Ca2+ fluorescence. inhibition, % at 7.15 µM. 340,000 compounds, 0.12% hits. AID 493244;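 active = inhibition above the mean inhibition of all tested compounds plus 3 SD, cut at about 17% in these data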;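 also: assay run at fixed EC70 calcium of 1.6 mM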
C-LANA FP = blocks KSHV LANA C-terminal domain binding to DNA. MBP-C-LANA/FAM-LBS DNA binding, fluorescence polarization. 340,000 compounds, 0.078% hits. AID 504423. inhibition, % at 9 µM;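 active = highest replicate inhibition at or above 60% at 9 µM, even if other replicates fall short; inactive = all replicates below 60% inhibition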;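 also: 0% = neutral control wells and 100% = 4 µM acridine orange control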
Starred values were filed as active, the others as inactive; / = no result given.

SMILES	HTR5A ag ctr	Keap1-Nrf2 PPI	V-ATPase pHluor	C-LANA FP	MOR-DOR ag	RTF Ca sens inh	HTR5A inv ag	OPRM1-OPRD1 inv	CAL PDZ FP	RTF Ca sens act
Nc1ccc(Oc2ccc3c(c2)C(=O)NC3=O)cc1	1	-2	-3	0.2	-2.8	2	28	14	-4	1
CN(C)C(=O)COC(=O)/C=C/c1cn(-c2ccccc2)nc1-c1cccs1	5	1	4	0.1	-1.8	8	-13	10	3	-1
N#Cc1cccc(NC(=O)CSc2cccc[n+]2[O-])c1	3	-10	9	0.8	-0.4	-5	-13	2	-2	0
CCOC(=O)C(=O)N1CCC(C(=O)OCC)CC1	-1	-2	3	0.7	-3.3	-15	3	16	-3	4
CN1CCSc2ccc(C(=O)NCc3ccccc3F)cc21	15	0	-5	-0.4	-0.4	-5	-45	2	/	-1
O=C1CC(c2c(F)cccc2Cl)C(n2cncn2)C(O)=C1C1NCCc2ccccc21 (configuration not stated)	-1	-4	2	1.6	-1.3	0	2	6	2	-1
Cc1ccccc1Cn1nc(C)c(NC(=O)/C=C/c2cnn(C)c2)c1C	2	0	3	-0.5	0.5	6	-11	-2	-1	3
CCc1ccc(NC(=S)N(CCCN2CCN(C)CC2)Cc2cccs2)cc1	-1	3	5	2.7	-2.9	-3	12	16	/	12
Cc1ccc(OCCC(=O)OCC(=O)NC2CCS(=O)(=O)C2)cc1 (configuration not stated)	-1	0	-4	-0.6	-4.9	-6	2	26	-3	0
COc1ccc(NC(=O)C2CCCN(S(=O)(=O)c3ccc4c(c3)oc(=O)n4C)C2)c(OC)c1 (configuration not stated)	1	-2	1	0.5	-0.6	2	-2	3	-4	1
O=S(=O)(c1ccc(Cl)nc1)N1CCc2ccccc21	-2	-6	12*	-2.0	-0.1	2	6	1	-4	2
COc1ccc2c(c1)CCc1cc(C(=O)N3CCN(c4ccc(N5CCOCC5)nn4)CC3)sc1-2	-5	-3	0	-0.4	5.6	0	14	-33	/	-9
CC(Sc1nc2ccccc2c(=O)n1CCc1ccc(S(N)(=O)=O)cc1)C(=O)NC(N)=O (configuration not stated)	2	-5	1	0.3	-0.7	-14	-4	4	/	2
O=C(NCCCSc1ccccc1)c1cc(Br)ccc1O	-6	5	4	-1.1	-0.4	6	15	2	1	-7
CCCCCc1ccc(-c2ccc(/C=C/C(N)=O)cc2)nc1	1	-3	0	-1.0	-2.2	-1	-3	11	-3	1
O=C1c2cccc3cccc(c23)C(=O)N1c1ccc2ncccc2c1	1	1	-3	0.0	0.2	2	6	-1	-2	2
CC(C)c1ccc(NC(=O)[C@H](Cc2c[nH]c3ccccc23)NC(=O)[C@@H]2Cc3ccccc3CN2)cc1	2	0	0	1.5	4.3	-4	16	-22	-1	5
CCC(C)NC(=O)c1ccc(CSCc2ccccc2Cl)o1 (configuration not stated)	4	1	0	-1.0	-1.6	-10	-14	7	/	0
Cc1ccc(CNC(=O)Cn2cnc3c(OCc4ccccc4)ncnc32)o1	/	-1	0	2.2	/	-9	/	/	1	1
NNC(=O)CCN1CCN(C(c2ccccc2)c2ccccc2)CC1	-1	-3	4	-0.1	-1.0	-1	7	5	/	3
NC(=O)COC(=O)c1cc(=O)[nH]c2ccccc12	2	0	1	-0.6	-3.5	2	19	18	2	2
Cc1ccc(NC(=O)c2cccc(S(=O)(=O)N3CCCCC3)c2)cc1	4	-4	-4	-0.7	1.2	-8	-11	-10	-38	-9
CC(C)(C)NC(=O)Cn1nnc(-c2ccc(OCc3c(F)cccc3Cl)cc2)n1	-3	4	1	2.2	-0.2	-5	10	1	-6	3
Cc1csc2nnc(N)n12	0	-6	-6	-0.4	-0.8	0	-6	4	0	1
O=C(CSc1nnnn1-c1ccccc1)Nc1ccc(Cl)cn1	2	2	4	0.6	2.5	-22	-8	-13	4	-18
O=C(CCC(=O)N1CCN(S(=O)(=O)c2ccc(Cl)cc2)CC1)Nc1ccc(Cl)cc1Cl	4	-5	0	-0.5	1.5	-12	-2	-10	1	-4
COC(=O)c1ccsc1NC(=O)c1ccccc1	1	0	-5	-0.4	-0.3	-12	-4	2	/	3
Cc1nn(-c2cccc(Cl)c2)nc1C(=O)Nc1cccc(C(=O)NC2CC2)c1	2	-5	2	-2.1	-2.5	-2	-5	10	0	2
CC(/C=C1\SC(=S)N(NS(=O)(=O)c2ccccc2)C1=O)=C\c1ccccc1	3	4	1	8.6	-1.1	-6	0	6	-7	-1
CC(NC(=O)CSc1nnc(COc2ccccc2)o1)c1ccccc1 (configuration not stated)	7	2	-1	-0.9	0.2	1	12	-1	7	0
O=C(O)CCC(=O)OCC1CCCCC1	-1	-3	0	1.6	0.5	-4	3	-3	-2	2
C=C(C)COc1ccc(-c2n[nH]c(C)c2-c2ccccc2OC)c(O)c1	2	7	2	1.3	0.6	-2	-7	-4	-2	-6
Nc1nnnn1/N=C/c1cccc(Oc2ccccc2)c1	-1	-5	-2	1.1	-0.5	-5	10	2	-4	-2
O=C(COC(=O)c1ccccc1OCc1ccccc1Cl)NCC1CCCO1 (configuration not stated)	-3	-6	0	0.3	0.1	-3	8	-1	-7	1
C=CCn1c(CSCc2ccccc2)nnc1SCC(=O)NCc1ccccc1	-2	4	2	0.4	-3.3	3	6	18	-1	-8
CC(C)c1ccc(C(=O)NCCCN2CCN(CCCNC(=O)c3ccc(C(C)C)cc3)CC2)cc1	4	-6	0	-0.5	-1.9	-8	-15	11	-1	-5
O=C(COC(=O)[C@@H]1CC(O)CN1S(=O)(=O)c1ccc2c(c1)OCCO2)Nc1ccccc1F (some centres not stated)	-1	-1	-5	-1.2	-1.7	-4	2	8	-1	-4
CC[C@@H]1C=C(C(=O)O)[C@H](c2ccc(C#N)cc2)N1S(=O)(=O)c1ccc(C)cc1	6	0	1	1.7	-3.6	-3	-23	17	-2	2
Cc1csc(NC(=O)c2ccc3c(c2)OCO3)n1	1	-4	-3	0.3	-1.8	5	-2	9	-6	-5
Cc1ccc(S(=O)(=O)n2oc(=O)c(C3CCCCC3)c2N)cc1	0	8	-3	-3.6	3.1	-6	2	-15	-2	0
CSc1ccccc1C(=O)Nc1cc(C)ccc1C	7	0	-1	0.1	-0.7	0	5	5	0	-4
CCCCc1ccc(CC(=O)O)cc1	0	-3	-1	-1.1	-3.4	2	0	20	4	4
CCN(CC)c1ncnc2c1cnn2C	11	3	0	0.4	-0.7	-9	-29	4	6	0
CN(c1ccccc1)c1ccc(/C=C(/CCC(=O)O)c2nc3ccccc3s2)cc1[N+](=O)[O-]	-1	1	-1	1.8	-2.1	9	6	10	-1	-9
Cc1ccccc1CS(=O)(=O)CC(O)CN1CCCC1=O (configuration not stated)	-4	-3	-1	-1.9	-3.4	1	14	16	-4	-2
COc1cccc(N2CCN(C(=O)CN(c3ccc(C)cc3)S(=O)(=O)c3c(C)n[nH]c3C)CC2)c1	-3	1	7	-0.4	-0.5	-11	4	3	/	2
CCOC(=O)C1=C(N)OC2=C(C(=O)CCC2)C1c1cccnc1 (configuration not stated)	1	-5	-4	1.0	-2.7	-4	-7	11	/	-5
CCOC(=O)C(C)Sc1nc(N)c(NC(=O)c2ccc(OC)c(OC)c2)c(=O)[nH]1 (configuration not stated)	4	-2	4	0.4	-1.2	7	5	7	/	4
CCCc1noc2c1C(c1cc(Br)ccc1F)C(C#N)=C(N)N2 (configuration not stated)	5	4	3	-0.9	-0.3	1	17	1	/	2
Cc1ccc(C)c(S(=O)(=O)Nc2ccc(C(=O)N3CC(C)OC(C)C3)cc2)c1 (configuration not stated)	-7	-1	4	-0.3	-0.9	-16	17	4	-3	-3

Reprinted from the part before: 2 entries; new compounds follow.
SMILES	HTR5A ag ctr	Keap1-Nrf2 PPI	V-ATPase pHluor	C-LANA FP	MOR-DOR ag	RTF Ca sens inh	HTR5A inv ag	OPRM1-OPRD1 inv	CAL PDZ FP	RTF Ca sens act
CCCc1noc2c1C(c1cc(Br)ccc1F)C(C#N)=C(N)N2 (configuration not stated)	5	4	3	-0.9	-0.3	1	17	1	/	2
Cc1ccc(C)c(S(=O)(=O)Nc2ccc(C(=O)N3CC(C)OC(C)C3)cc2)c1 (configuration not stated)	-7	-1	4	-0.3	-0.9	-16	17	4	-3	-3
CC1=C(C(=O)OC(C)C)C(c2ccc(Br)s2)NC(=O)N1C (configuration not stated)	-2	-5	3	0.0	0.6	-5	1	-2	/	-5
O=C(COc1ccccc1F)NC1CCN(Cc2ccccc2)CC1	0	-4	-1	1.3	0.2	-6	-6	-1	/	-3
O=c1c2ccccc2cnn1Cc1n[nH]c(=S)n1-c1ccc(F)c(Cl)c1	2	2	3	-1.0	-0.9	6	-4	5	-3	-4
Cc1ccc(CN(C(=O)COc2ccc([N+](=O)[O-])cc2)C2CCS(=O)(=O)C2)o1 (configuration not stated)	1	2	0	-0.2	0.1	-2	12	-1	-2	-3
COCCCn1c(C(=O)N2CC(C)OC(C)C2)cc2c(=O)n3cccc(C)c3nc21 (configuration not stated)	1	-5	-6	-1.4	-1.2	-2	1	6	7	6
CCC(C)NC(=O)C1CN(S(=O)(=O)c2ccccc2)CCN1S(=O)(=O)c1ccccc1 (configuration not stated)	-1	0	0	0.7	-2.9	-16	-32	17	-1	5
O=c1oc2ccccc2c2oc3cc(O)c(O)cc3c12	-4	-4	1	-1.9	5.5	-6	14	-28	/	-5
Cc1ccc(NC(=O)CCC(=O)c2cc(C)sc2C)nc1	-4	-9	-1	-1.1	-1.8	-7	-29	10	-5	-9
O=Cc1cc2ccccc2nc1SCc1ccc(Cl)c(Cl)c1	3	-2	0	-1.0	-1.8	1	-6	8	-1	-4
Cn1nc(C(C)(C)C)cc1C(=O)O	-2	-1	-3	-0.7	-3.3	0	-6	17	/	-2
CSc1ccccc1C(=O)NC(C)c1ccc(-n2ccnc2)cc1 (configuration not stated)	-2	-4	1	-1.1	-1.6	1	-16	11	-9	-2
CCCCCn1c(CN2CCN(C)CC2)nc2c1c(=O)n(C)c(=O)n2C	-1	-3	10	1.8	-2.8	-8	-4	15	/	1
O=C(NCC(c1ccco1)N1CCN(c2ccccc2)CC1)C(=O)NC1CCCCC1 (configuration not stated)	2	-3	4	-0.7	-2.1	1	18	10	36*	-11
COC(=O)C1(C(=O)OC)NOC2C(=O)N(c3ccccc3)C(=O)C21 (configuration not stated)	1	5	-5	-0.5	0.8	-4	7	-4	/	-1
O=C(NC1CCN(C(=O)Nc2cccc(F)c2)CC1)c1ccco1	-1	-3	1	0.1	-0.5	2	8	3	-3	-5
Cc1ccc([C@@H]2C3COCC=C3C(C#N)=C(N)C2(C#N)C#N)o1 (some centres not stated)	1	6	-4	24	-2.0	-41	5	11	7	18
O=C(Nc1ccccc1)c1ccc(=O)n(Cc2cccc(Cl)c2)c1	0	-1	2	3.1	1.6	-7	-1	-9	5	4
Cc1cccc(-c2nc3ccccc3c(=O)n2N)c1	0	-3	-4	3.1	-1.4	-9	0	7	0	-1
CC(C)c1nc(SCC(=O)c2ccc(F)cc2)c2ccccc2n1	6	-4	-3	-1.4	3.4	-1	-15	-18	2	1

Compound activity: PubChem BioAssay, several laboratories
